FadD28 FP inh: inhibitors of Mycobacterium tuberculosis FadD28 bisubstrate binding; AID 588549; FadD28 bisubstrate probe binding, fluorescence polarization; 360,000 tested, 0.22% active; inhibition, % at 12.5 µM; in the data active = inhibition above about 8.5%, passing the limit was not always enough
Y pestis TopoI: inhibitors of Yersinia pestis topoisomerase I; Y. pestis Topo-I cleavage product accumulation, plate reader; activity, % at 10 µM; 360,000 tested, 0.064% active; in the data active = activity above about 50%, passing the limit was not always enough; note: inactives centre near 2
Vc quorum ag: induces V. cholerae light production without autoinducers; V. cholerae BH1578 lux reporter, luminescence, 6 h; AID 588436; 350,000 tested, 0.16% active; activation, % at 18.7 µM; in the data active = activation mostly above about 9.7%, no sharp cut-off; note: not every result past the cut was called active; inactives centre near 0; reference of the scale not given here
FBA Mtb inh: inhibitors of M. tuberculosis fructose-bisphosphate aldolase | inhibition, % at 1 µM | 360,000 tested, 2.3% active | P9WQA3 | purified M. tuberculosis FBA, fluorescence read-out; in the data active = inhibition above about 27%;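 note: 0% = vehicle and 100% = reference inhibitor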
UGM FP inh: blocks M. tuberculosis UGM enzyme. P9WIQ1. purified UGM, fluorescence polarization probe displacement. inhibition, % at 10 µM. 320,000 tested, 0.06% active; in the data active = inhibition above about 10%, passing the limit was not always enough
Mtb BioA inh: blocks M. tuberculosis BioA enzyme activity | purified M. tuberculosis BioA enzyme, plate reader | inhibition, % at 9.99 µM | 360,000 tested, 0.096% active; in the data active = inhibition above about 40%
GDH-TPI inh: inhibits GDH-TPI coupling enzymes, artifact for Mtb FBA screen; AID 588335; GDH-TPI coupled enzyme counterscreen, NADH absorbance; 360,000 tested, 1.2% active; inhibition, % at 4.8 µM; in the data active = inhibition above about 30%;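 note: 0% = DMSO wells and 100% = wells lacking the enzyme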
TcdB inh: TcdB glycohydrolase inhibition; P18177; TcdB glycohydrolase enzymatic assay, plate reader; inhibition, % at 9.99 µM; 350,000 tested, 0.24% active; AID 652162; in the data active = inhibition above about 10%
PfHsp40 yeast: compounds rescuing yeast from Plasmodium falciparum HSP40 toxicity; S. cerevisiae expressing PfHsp40, growth rescue, ATP luminescence; growth rescue, % at 12.5 µM; 340,000 tested, 0.68% active; AID 504582; in the data active = growth rescue above about 28%, passing the limit was not always enough;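 note: yeast W303a lacking pdr1 and pdr3 grown in galactose medium; growth measured after three days at 30 °C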
Starred values were filed as active, the others as inactive; i = inactive; x = not tested or not shown.

SMILES	FadD28 FP inh	Y pestis TopoI	Vc quorum ag	FBA Mtb inh	UGM FP inh	Mtb BioA inh	GDH-TPI inh	TcdB inh	PfHsp40 yeast
C/C(=N\OCC(=O)Nc1ccc(Br)cc1)c1cccs1	-0.7	13	1.5	-2	-0.1	x	-2	-1.2	0.6
CCN(CC)S(=O)(=O)c1cc(C(=O)OCC(=O)Nc2ccc(-c3nc4ccc(C)cc4s3)cc2)ccc1F	-2.8	-3	i	13	-2.5	x	3	x	11
Nc1ccc2c(c1)COC2=O	-0.7	7	i	3	-0.7	x	2	0.9	0.4
O=C(OCC(=O)N1CCCCCC1)c1cccs1	-3.2	-6	i	3	2.0	0.6	-10	x	-0.8
O=C(O)CC1(CC(=O)Nc2ccc(F)c(Cl)c2)CCCCC1	-11	2	-1.0	-2	5.3	-0.1	7	4.2	x
Cc1cccc(N(C)S(=O)(=O)c2nnc(NC(=O)c3ccco3)s2)c1	-4.0	-4	i	-6	1.0	0.9	24	-2.5	0.4
Cc1ccccc1C(C(=O)NCc1ccco1)N(CC1CCCO1)C(=O)Cn1nnc2ccccc21 (stereo unspecified)	-1.7	-6	-0.4	-1	-1.4	-1.5	3	x	-1.1
C=CCn1c(=O)c2c(nc3n2CCCN3CCc2ccc(OC)c(OC)c2)n(C)c1=O	0.9	2	i	1	4.6	3.5	-2	-1.0	-1.5
CCC1(c2ccccc2)NC(=O)N(CC(=O)Nc2ccc(S(N)(=O)=O)cc2)C1=O (stereo unspecified)	-6.0	-4	i	-2	4.6	-0.1	0	1.5	-0.9
N#Cc1ccc(COC(=O)CSc2nnc(C3CCCCC3)n2N)cc1	-4.4	-7	-0.2	-1	3.3	x	-9	x	-0.5
O=C(COC(=O)CCNS(=O)(=O)c1ccc2c(c1)OCCO2)NC1CCCc2ccccc21 (stereo unspecified)	-3.4	36	i	-1	-3.4	1.8	-7	x	3.3
O=C(CSc1nc(C(F)(F)F)cc(=O)[nH]1)Nc1cccc2ccccc12	-2.9	27	-1.8	3	2.5	x	5	1.0	-0.9
Cc1cc(OCc2cc(C(=O)NC(C)c3cnn(C)c3)no2)cc(C)c1Cl (stereo unspecified)	-2.1	-4	i	2	x	1.8	3	0.5	x
CCOCCCNC(=O)c1cn(C)c2ccc(S(=O)(=O)N3CCCC3)cc2c1=O	0.8	-1	i	1	4.6	2.0	8	1.6	0.1
COC(=O)c1ccc(NC(=O)NC2CCCCC2)cc1	-1.2	-5	-0.4	2	0.4	x	9	0.4	-1.0
COc1ccc(-n2c(C)cc(C(=O)COc3ccc(-n4cnnn4)cc3)c2C)cc1	0.2	-2	2.0	12	2.8	0.3	9	x	-0.8
COc1cccc(CC(=O)OCC(=O)NC2(C#N)CCCC2)c1	1.0	6	-1.3	5	0.8	-0.2	-1	0.9	-0.3
CCOC(=O)c1c(C)c(C(=O)NC2CCCCCC2)c(C)n1C	-1.0	14	i	3	x	-0.9	4	x	-1.2
Cc1ccc(S(=O)(=O)N[C@@H](C)C(=O)OCC(=O)N2c3ccccc3NC(=O)C2(C)C)cc1	x	4	i	-3	-1.9	0.0	-1	-1.6	1.3
O=C1Nc2ccc(Br)cc2C1=C1CCCCC1	-0.9	-5	-0.8	0	-1.6	0.7	4	1.4	-0.5
CCOc1cccc(CNn2cnnc2)c1OCc1ccccc1	0.7	16	-0.5	0	0.9	-0.7	6	x	-1.5
COc1ccccc1CCC(=O)Nc1ccc(OC)c(S(=O)(=O)N2CCOCC2)c1	-3.8	-1	-0.3	-2	-3.2	-1.1	-2	1.2	-1.4
CCOc1ccc(CCNC(=O)C2CCN(c3ccc(N4CCOCC4)nn3)CC2)cc1OCC	-0.9	9	12	23	-1.7	-1.1	6	x	-0.1
Cc1cc(OC(=O)c2ccco2)c2c3c(c(=O)oc2c1)CCCC3	-1.1	11	i	2	-1.6	x	5	x	-0.4
O=C(Nc1ccccn1)C(c1ccccc1)c1ccccc1	-1.5	-13	-5.8	0	x	-1.4	12	-1.7	x

Quoted at random: 3 entries already listed
SMILES	FadD28 FP inh	Y pestis TopoI	Vc quorum ag	FBA Mtb inh	UGM FP inh	Mtb BioA inh	GDH-TPI inh	TcdB inh	PfHsp40 yeast
CCOc1ccc(CCNC(=O)C2CCN(c3ccc(N4CCOCC4)nn3)CC2)cc1OCC	-0.9	9	12	23	-1.7	-1.1	6	x	-0.1
O=C(COC(=O)CCNS(=O)(=O)c1ccc2c(c1)OCCO2)NC1CCCc2ccccc21 (stereo unspecified)	-3.4	36	i	-1	-3.4	1.8	-7	x	3.3
Cc1cc(OCc2cc(C(=O)NC(C)c3cnn(C)c3)no2)cc(C)c1Cl (stereo unspecified)	-2.1	-4	i	2	x	1.8	3	0.5	x

Next section
SMILES	FadD28 FP inh	Y pestis TopoI	Vc quorum ag	FBA Mtb inh	UGM FP inh	Mtb BioA inh	GDH-TPI inh	TcdB inh	PfHsp40 yeast
CCOC(=O)c1c(CC(C)C)csc1NC(=O)COC(=O)c1ccc(O)cc1	0.5	7	i	1	x	0.5	1	0.6	-0.5
CCOc1ccc2oc(C(=O)OCC(=O)NC3CCCC3)c(C)c2c1	0.0	2	0.9	31*	2.0	-1.4	2	0.6	0.1
COc1ccc(C(=O)Nc2ccc(-c3cn4ccsc4n3)cc2)cc1S(=O)(=O)N1CCOCC1	0.2	14	-5.8	0	-0.8	-2.5	17	x	1.3
COc1ccccc1CCNC(=O)CSc1nc(-c2ccco2)cc(C(F)(F)F)n1	-1.2	-4	-0.3	0	-0.3	1.0	20	-0.1	0.2
COc1ccccc1C(=O)N/C(=C\c1cn(C)c2ccccc12)C(=O)N1CCOCC1	-4.0	12	-0.2	-6	1.8	-0.5	13	4.6	1.6
NC(=O)CC(NC(=O)Cc1ccc(Br)cc1)c1ccc(N2CCCCCCC2)c([N+](=O)[O-])c1 (stereo unspecified)	-3.8	23	-19	-2	0.9	-1.6	8	1.1	-0.2
COc1cccc(N2C(=O)C(CC(=O)Nc3ccc(F)cc3)N(C3CCCCC3)C2=O)c1 (stereo unspecified)	-1.6	-2	-1.1	10	0.9	-200	3	x	-0.2
O=C1N(Cc2ccc(F)cc2)CCN1c1ccc(F)cc1	-3.3	5	0.4	1	0.3	x	-10	0.6	-0.7
CCN(CC)c1ccc(/C=C(/C#N)C(=O)NCc2ccccc2)o1	2.7	18	-0.3	-31	-6.4	x	-4	0.2	5.1
Cc1ccc2nc(-c3ccco3)c(Cc3cccc(F)c3)n2c1	-4.5	x	x	31*	x	-4.3	x	1.1	x
COc1ccc2nc(C)cc(Nc3ccccc3O)c2c1	-2.2	2	i	2	0.4	0.1	14	-0.7	-0.2
O=C(COc1ccc(Br)cc1)Nc1ccncc1	-0.2	6	x	4	-0.5	0.4	8	x	0.4
Cc1cc(C)n2nc(SC(C)C(=O)N3CCCC3)nc2n1 (stereo unspecified)	-2.4	0	-0.7	4	x	0.9	5	2.5	-0.2
CC1(NC(=O)NCc2ccccc2)CCS(=O)(=O)C1 (stereo unspecified)	-4.8	3	2.7	0	0.4	x	-5	0.2	-0.2
CS(=O)(=O)c1ccccc1-c1nnc(NC(=O)c2ccc(S(=O)(=O)N3CCCC3)cc2)o1	-4.5	4	i	-1	x	-1.5	7	0.2	0.1
C=CCCC(=O)N1C[C@H]2CON(C)[C@H]2C[C@H]1c1cccc(Nc2ccccc2)c1	-4.6	7	i	0	x	3.2	-10	2.2	0.4
O=C1ON=C(c2ccccc2)/C1=C/c1cccnc1	-0.5	-1	i	1	x	x	-3	0.2	17
Cc1cc(=O)n2nc(N3CCCC3C(=O)NCc3ccccn3)sc2n1 (stereo unspecified)	0.0	3	x	-2	0.9	-1.2	-4	x	-0.4
Cc1cc2oc(C(=O)Nc3ccc(S(=O)(=O)Nc4nccs4)cc3)cc(=O)c2cc1Cl	-2.9	-4	x	0	-2.2	x	19	x	-1.1
Cc1cccc([C@@H]2[C@@H]3C(=O)N(Cc4ccccc4)C(=O)[C@@H]3[C@]3(CC(C)C)C(=O)N(c4cccc(F)c4)C(=O)N23)c1	-2.2	-1	-0.4	4	-6.0	-1.2	3	1.7	2.2
COC(=O)COc1ccc2c(-c3ccc(OC)cc3)cc(=O)oc2c1	-2.4	1	0.4	0	-2.2	0.4	18	x	-0.4
CCc1ccc(CN2CCC(n3nccc3NC(=O)c3ccccc3C)CC2)cc1	-1.3	18	i	1	-0.7	0.0	2	0.4	0.4
COc1ccc(CCN2CC(C(=O)N(C)CC(=O)Nc3ccc(Cl)c(C(F)(F)F)c3)CC2=O)cc1OC (stereo unspecified)	-4.4	20	0.5	-3	x	x	2	-2.4	0.2
COc1ccc(C2c3[nH]c4ccccc4c3CCN2Cc2ccoc2)c(F)c1 (stereo unspecified)	-4.6	-4	1.1	2	-0.3	x	-5	0.5	1.1
CC(=O)Nc1ccc(NC(=O)CSc2nccn2Cc2ccc(Cl)cc2)cc1	-3.6	10	i	1	0.3	2.3	-8	0.9	-1.9
Next section.
SMILES	FadD28 FP inh	Y pestis TopoI	Vc quorum ag	FBA Mtb inh	UGM FP inh	Mtb BioA inh	GDH-TPI inh	TcdB inh	PfHsp40 yeast
COc1ccccc1NS(=O)(=O)c1ccc(OC)c(OC)c1	-3.5	-5	-0.2	-1	-3.4	1.3	-1	-0.4	-1.6
Cc1ccc(C(=O)N(CC(=O)NC2CCCC2)Cc2cccs2)s1	-1.6	1	-0.7	-1	-1.6	-0.3	6	x	0.9
O=C1CSc2ccccc2N1Cc1ccc(F)cc1	-0.7	9	-0.2	2	-1.0	2.3	-1	2.1	-0.5
COc1cccc(/C=C2\N=C(C3CCCCC3)OC2=O)c1OC	-4.7	7	-2.8	-1	0.4	x	-9	-0.7	-0.2
CC1CCCC(C)N1C(=O)COC(=O)CCC(=O)c1ccc(F)cc1 (stereo unspecified)	-1.1	16	i	1	-2.9	0.2	1	-0.3	0.3
CC1(C)Oc2c(ccc(O)c2CN2CCOCC2)C2=C1CCCC2	1.9	18	1.1	0	x	x	6	2.5	-0.4
COC(=O)C(O)(NC(=O)NC(C)=O)C(F)(F)F (stereo unspecified)	-1.0	-8	0.6	6	-0.3	1.6	14	x	0.1
CC(=O)NC(C)c1nc2ccccc2n1Cc1ccccc1F (stereo unspecified)	-3.2	-11	i	0	-1.1	-1.3	2	x	-0.6
COc1ccc(NC(=O)NCc2ccccn2)cc1	-1.9	4	i	-6	-0.2	-0.9	-2	x	1.0
CN(C(=O)c1cccc(NC(=O)Cc2ccc(NC(=O)C3CCCN(C(=O)C4CCCC4)C3)cc2)c1)C1CCCCC1 (stereo unspecified)	-0.3	4	i	4	x	-1.4	0	-4.9	1.4
COC(=O)c1ccc(C)c(NC(=O)CN(c2ccc3c(c2)OCO3)S(C)(=O)=O)c1	-2.7	-6	-0.4	-1	0.0	-0.6	8	x	0.0
CCOc1ccc(NC(=O)CC(Cc2ccc(Cl)cc2)C(=O)O)cc1 (stereo unspecified)	0.6	1	i	2	0.3	0.1	-2	0.3	-2.5
CCN1CCN(c2cc(C)c3cc(NC(=S)N4CCN(c5ccccc5F)CC4)ccc3n2)CC1	-2.8	-9	i	11	0.3	-6.4	9	1.4	-1.9

Among those listed so far, 8 have a furan ring, fused or not:
SMILES	FadD28 FP inh	Y pestis TopoI	Vc quorum ag	FBA Mtb inh	UGM FP inh	Mtb BioA inh	GDH-TPI inh	TcdB inh	PfHsp40 yeast
Cc1cccc(N(C)S(=O)(=O)c2nnc(NC(=O)c3ccco3)s2)c1	-4.0	-4	i	-6	1.0	0.9	24	-2.5	0.4
Cc1ccccc1C(C(=O)NCc1ccco1)N(CC1CCCO1)C(=O)Cn1nnc2ccccc21 (stereo unspecified)	-1.7	-6	-0.4	-1	-1.4	-1.5	3	x	-1.1
Cc1cc(OC(=O)c2ccco2)c2c3c(c(=O)oc2c1)CCCC3	-1.1	11	i	2	-1.6	x	5	x	-0.4
CCOc1ccc2oc(C(=O)OCC(=O)NC3CCCC3)c(C)c2c1	0.0	2	0.9	31*	2.0	-1.4	2	0.6	0.1
COc1ccccc1CCNC(=O)CSc1nc(-c2ccco2)cc(C(F)(F)F)n1	-1.2	-4	-0.3	0	-0.3	1.0	20	-0.1	0.2
CCN(CC)c1ccc(/C=C(/C#N)C(=O)NCc2ccccc2)o1	2.7	18	-0.3	-31	-6.4	x	-4	0.2	5.1
Cc1ccc2nc(-c3ccco3)c(Cc3cccc(F)c3)n2c1	-4.5	x	x	31*	x	-4.3	x	1.1	x
COc1ccc(C2c3[nH]c4ccccc4c3CCN2Cc2ccoc2)c(F)c1 (stereo unspecified)	-4.6	-4	1.1	2	-0.3	x	-5	0.5	1.1

Source: PubChem (several laboratories)
